RGS4 block: RGS4 inhibitors, primary screen, cell-based, HEK293 M3R inducible RGS4, calcium flux; Fluo-4 calcium flux; active compounds read high; triggered by carbachol at its EC20; B-score at 10 µM; 0.45% of 310,000 active; AID 463165, 2010;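 active = B-score, a plate-corrected calcium signal, over three deviations above library mean, with baseline fluorescence within five deviations of library mean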;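 also: RGS4 expression induced by doxycycline in cells with stable M3 receptor; B-score is computed from the integrated fluorescence ratio over baseline after carbachol; higher B-score means a larger calcium signal and so more RGS4 inhibition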
Target sequence (P49798 whole entry, looked up): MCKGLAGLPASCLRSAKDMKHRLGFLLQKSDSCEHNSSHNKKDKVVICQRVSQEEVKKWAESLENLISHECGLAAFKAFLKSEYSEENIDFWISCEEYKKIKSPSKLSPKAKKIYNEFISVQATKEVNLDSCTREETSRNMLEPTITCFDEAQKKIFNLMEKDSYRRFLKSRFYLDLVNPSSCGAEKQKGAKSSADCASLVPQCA
TRPC6 inh: mouse TRPC6 channel inhibitors, primary screen, cell-based, HEK293, membrane potential dye; ACh-evoked depolarization; active compounds read low; 1.1% of 310,000 active; AID 2553, 2010; B-score at 10 µM;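 active = B-score under library mean minus 3 SD, initial fluorescence not abnormally high, positive integrated signal ratio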;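 also: B-score derived from integrated fluorescence ratio over the kinetic read; more negative B-score means stronger inhibition of depolarization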
Target sequence (Q61143 whole entry, looked up): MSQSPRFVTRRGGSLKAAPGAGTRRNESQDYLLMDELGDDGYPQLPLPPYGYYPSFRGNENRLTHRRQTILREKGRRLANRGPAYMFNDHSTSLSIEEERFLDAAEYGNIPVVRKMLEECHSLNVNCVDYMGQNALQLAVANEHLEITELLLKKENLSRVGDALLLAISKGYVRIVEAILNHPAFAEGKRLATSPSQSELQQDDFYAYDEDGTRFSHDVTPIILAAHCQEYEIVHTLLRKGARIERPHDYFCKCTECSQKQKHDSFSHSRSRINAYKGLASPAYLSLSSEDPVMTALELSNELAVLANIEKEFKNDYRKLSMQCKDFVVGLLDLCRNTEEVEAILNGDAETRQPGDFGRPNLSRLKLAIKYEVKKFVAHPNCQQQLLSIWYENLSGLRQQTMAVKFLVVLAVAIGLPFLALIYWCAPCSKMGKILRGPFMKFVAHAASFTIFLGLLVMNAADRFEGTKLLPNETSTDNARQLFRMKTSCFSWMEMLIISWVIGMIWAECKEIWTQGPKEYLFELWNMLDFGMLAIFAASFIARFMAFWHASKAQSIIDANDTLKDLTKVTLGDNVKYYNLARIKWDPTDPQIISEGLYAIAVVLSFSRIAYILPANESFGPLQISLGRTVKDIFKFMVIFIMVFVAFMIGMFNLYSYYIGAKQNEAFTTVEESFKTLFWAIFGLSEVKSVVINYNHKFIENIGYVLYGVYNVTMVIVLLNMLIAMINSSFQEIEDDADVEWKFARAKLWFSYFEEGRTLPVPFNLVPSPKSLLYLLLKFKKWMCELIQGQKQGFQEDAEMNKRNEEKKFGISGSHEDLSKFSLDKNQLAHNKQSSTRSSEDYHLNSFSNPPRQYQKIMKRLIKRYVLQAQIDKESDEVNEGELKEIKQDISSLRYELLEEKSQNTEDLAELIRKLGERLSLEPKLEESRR
Platelet DG rel: inhibitors of platelet dense granule secretion, primary screen, cell-based, MLPCN, human platelets. 0.22% of 300,000 active. AID 1663, 2009. inhibition, %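 (compounds screened at 7.5 µM in platelet-rich plasma)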. human platelet-rich plasma, SFLLRN dense granule ATP release, luminescence;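 active = mean replicate score, as percent of positive control, at or above 50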
TRPC4 block: inhibitors of mouse TRPC4 channel, primary screen, Fluo4 calcium, HEK293 TRPC4beta/mu-opioid cells; DAMGO-evoked Fluo4 calcium flux; active compounds read low; B-score at 10 µM; 0.39% of 300,000 active; AID 2247, 2010;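 active = B-score over 3 SD under the library average, no early fluorescence shift, positive overall ratio signal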
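Test system – stable TRPC4beta/mu-opioid receptor HEK293 cells · Probe or stimulus – DAMGO, a submaximal dose followed by a maximal one · Dosing – one concentration per compound · Signal – Fluo4 calcium fluorescence by kinetic imaging, 5 s 1 Hz baseline · Evaluation – per-well B score of integrated baseline-normalized Fluo4 ratio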
HIF activator: HIF pathway transcriptional activators, primary screen, cell-based, U2OS HRE-luciferase, luminescence; U2OS HRE-luciferase reporter; normalized: DMSO 0%, desferrioxamine 100%; activation, % at 7.5 µM (by protocol); 0.32% of 300,000 active; AID 1910, 2009;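 active = mean activation of at least 10% of the iron chelator positive control signal, with at least half of replicates also reaching 10%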
TRPC6 activator: mouse TRPC6 channel activators, primary screen, cell-based, HEK293, membrane potential dye. Short transient receptor potential channel 6 (Mus musculus), Q61143. HEK293-TRPC6 membrane potential dye fluorescence; active compounds read high. B-score at 10 µM. 0.13% of 310,000 active. AID 2550, 2010;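 active = B-score of the integrated fluorescence ratio above library mean plus 3 SD, and starting fluorescence ratio within library mean plus 5 SD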;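 also: higher score means more depolarization so channel activation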
SKKanGAS inh: S. pyogenes SKKanGAS growth inhibitors in kanamycin, primary screen, streptokinase expression inhibitor project, SKKanGAS strain, BacTiter-Glo luminescence; inhibition, % at 7.5 µM; 1.3% of 300,000 active; 6 h;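 active = mean replicate score, as percent of positive control median, at least 50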;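 also: strain carries kanamycin resistance gene driven by streptokinase promoter and grows in 40 µg/ml kanamycin; loss of luminescence reflects streptokinase promoter inhibition or plain growth inhibition; 0% = median of DMSO wells and 100% = positive control at its reference dose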
RGS4 act: RGS4 potentiators or activators, primary screen, cell-based, HEK293 M3R inducible RGS4, calcium flux; carbachol calcium flux Fluo4; active compounds read low; B-score at 10 µM; 0.92% of 310,000 active; AID 463111, 2010;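 active = B-score of the integrated calcium signal more than 4 SD below the library mean, with starting fluorescence not abnormally high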;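 also: negative B-score means reduced calcium response which marks RGS4 activation or potentiation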
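test system = M3R-expressing HEK293 line, RGS4 induced by doxycycline | probe or stimulus = carbachol at ECmax as muscarinic agonist stimulus | timing = dye loading 30 min 37 °C, buffer rest 30 min RT | signal = calcium dye Fluo4 fluorescence | evaluation = B score from integrated fluorescence ratio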
MrgX1 antagonist: antagonists of human MrgX1 receptor, primary screen, HEK293 cells, Fluo-4 calcium flux; Mas-related G-protein coupled receptor member X1 (Homo sapiens), Q96LB2; BAM8-22 antagonism; active compounds read low; B-score at 10 µM; 1.3% of 310,000 active; AID 588676, 2011;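 active = calcium-response B-score plate-corrected more than 3 library SD below zero, starting fluorescence within 5 deviations, no agonist response on first addition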;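 also: peak minus trough fluorescence over baseline after final BAM8-22 challenge near maximal dose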
MrgX1 agonist: agonists of human MrgX1 receptor, primary screen, HEK293 cells, Fluo-4 calcium flux; Fluo-4 calcium fluorescence, agonist mode; active compounds read high; Mas-related G-protein coupled receptor member X1 (Homo sapiens), Q96LB2; B-score at 10 µM; 0.44% of 310,000 active;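 active = calcium response B-score plate-corrected fluorescence ratio at least 3 library SD, with starting fluorescence B-score inside 5 SD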
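Assay system: MrgX1-expressing HEK293 cells / Amount: fifteen thousand cells per well / Doses: test compound in the initial addition of three / Timing: cells plated overnight, dye loaded 0.5 h 37 °C, 0.5 h room temperature / Technique: kinetic calcium dye fluorescence, Fluo-4 NW / Control set: positive and negative controls per plate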
MrgX1 PAM: positive allosteric modulators of MrgX1, primary screen, HEK293 cells, Fluo-4 calcium flux; 0.63% of 310,000 active; FDSS; active compounds read high; B-score at 10 µM; Mas-related G-protein coupled receptor member X1 (Homo sapiens), Q96LB2;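 active = plate-corrected calcium response at least 3 library SD above typical, normal starting fluorescence, not activating the receptor alone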;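 also: compound read alongside a low EC10 to EC30 dose of BAM8-22 agonist; peak minus trough fluorescence over baseline measured at the second addition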
Active calls of the source: *.

For NCc1cc2c3c(c1)CCCN3CCC2 the results were RGS4 block inactive, TRPC6 inh -5.7*, Platelet DG rel -2, TRPC4 block inactive, HIF activator -1.0, TRPC6 activator inactive, SKKanGAS inh -2, RGS4 act inactive, MrgX1 antagonist inactive, MrgX1 agonist inactive and MrgX1 PAM inactive.
Screening O=C(O)c1cnn(-c2nc(-c3ccc(Cl)c(Cl)c3)cs2)c1C(F)(F)F returned RGS4 block inactive, TRPC6 inh inactive, Platelet DG rel 3, TRPC4 block inactive, HIF activator 0.1, TRPC6 activator inactive, SKKanGAS inh 32, RGS4 act inactive, MrgX1 antagonist inactive, MrgX1 agonist inactive and MrgX1 PAM inactive.
CCOc1c(Br)cc(C(N)=O)cc1OC was read as RGS4 block inactive, TRPC6 inh inactive, Platelet DG rel -1, TRPC4 block inactive, HIF activator 0.8, TRPC6 activator inactive, SKKanGAS inh -4, RGS4 act inactive, MrgX1 antagonist inactive, MrgX1 agonist inactive and MrgX1 PAM inactive.
For O=C(CN1C(=O)NC2(CCCCC2)C1=O)N1CCN(S(=O)(=O)/C=C/c2ccccc2)CC1 the results were RGS4 block inactive, TRPC6 inh inactive, Platelet DG rel 1, TRPC4 block inactive, HIF activator -2.1, TRPC6 activator inactive, SKKanGAS inh 3, RGS4 act inactive, MrgX1 antagonist inactive, MrgX1 agonist inactive and MrgX1 PAM inactive.
O=C(Nc1ccc(F)cc1)c1cc2cc(Cl)ccc2[nH]1 was read as RGS4 block inactive, TRPC6 inh inactive, Platelet DG rel -3, TRPC4 block inactive, HIF activator 0.8, TRPC6 activator inactive, SKKanGAS inh -2, RGS4 act inactive, MrgX1 antagonist inactive, MrgX1 agonist inactive and MrgX1 PAM inactive.
Screening Cc1c(-n2c(SCC(=O)O)nnc2-c2ccccc2Cl)c(=O)n(-c2ccccc2)n1C returned RGS4 block inactive, TRPC6 inh inactive, Platelet DG rel 1, TRPC4 block inactive, HIF activator 0.3, TRPC6 activator inactive, SKKanGAS inh 3, RGS4 act inactive, MrgX1 antagonist inactive, MrgX1 agonist inactive and MrgX1 PAM inactive.
For Cc1ccc(C(=O)N2CCN(c3cccc(C)c3C)CC2)o1 the results were RGS4 block inactive, TRPC6 inh inactive, Platelet DG rel 15, TRPC4 block inactive, HIF activator -0.2, TRPC6 activator inactive, SKKanGAS inh 4, RGS4 act inactive, MrgX1 antagonist inactive, MrgX1 agonist inactive and MrgX1 PAM inactive.
Screening COc1ccccc1N1C(=O)c2cccc3c(Cl)ccc(c23)C1=O returned RGS4 block inactive, TRPC6 inh inactive, Platelet DG rel -6, TRPC4 block inactive, HIF activator 1.2, TRPC6 activator inactive, SKKanGAS inh 30, RGS4 act inactive, MrgX1 antagonist inactive, MrgX1 agonist inactive and MrgX1 PAM inactive.
Screening COc1ccc(NS(=O)(=O)c2ccc(N3CCCC3)c(NC(=S)Nc3cccc(S(=O)(=O)N(C)C)c3)c2)cc1 returned RGS4 block inactive, TRPC6 inh inactive, Platelet DG rel -2, TRPC4 block inactive, HIF activator 0.4, TRPC6 activator inactive, SKKanGAS inh 3, RGS4 act inactive, MrgX1 antagonist inactive, MrgX1 agonist inactive and MrgX1 PAM inactive.
NC(=Nc1ccc(Br)cc1)c1ccccc1 was read as RGS4 block inactive, TRPC6 inh inactive, Platelet DG rel 4, TRPC4 block inactive, HIF activator 1.0, TRPC6 activator inactive, SKKanGAS inh 3, RGS4 act inactive, MrgX1 antagonist inactive, MrgX1 agonist 78* and MrgX1 PAM inactive.
Screening CC(=O)N1CCN(CC(=O)Nc2c(Cl)cccc2Cl)CC1 returned RGS4 block inactive, TRPC6 inh inactive, Platelet DG rel -4, TRPC4 block inactive, HIF activator -0.4, TRPC6 activator inactive, SKKanGAS inh -5, RGS4 act inactive, MrgX1 antagonist inactive, MrgX1 agonist inactive and MrgX1 PAM inactive.
Screening Cc1cc(NC(=O)C2CCCCC2C(=O)O)ccc1NC(=O)c1ccccc1 (configuration not stated) returned RGS4 block inactive, TRPC6 inh inactive, Platelet DG rel 20, TRPC4 block inactive, HIF activator -0.1, TRPC6 activator inactive, SKKanGAS inh -6, RGS4 act inactive, MrgX1 antagonist inactive, MrgX1 agonist inactive and MrgX1 PAM inactive.
`Cc1cc(Nc2ccc(C)c(C)c2)n2nc(C)nc2n1` gave RGS4 block inactive, TRPC6 inh inactive, Platelet DG rel 0, TRPC4 block inactive, HIF activator 0.0, TRPC6 activator inactive, SKKanGAS inh -7, RGS4 act inactive, MrgX1 antagonist inactive, MrgX1 agonist inactive and MrgX1 PAM inactive.
For O=C(CCNC(=O)C1CCN(S(=O)(=O)c2ccccc2)CC1)NCc1ccc(Cl)c(Cl)c1 the results were RGS4 block inactive, TRPC6 inh inactive, Platelet DG rel 58*, TRPC4 block inactive, HIF activator -0.4, TRPC6 activator inactive, SKKanGAS inh 0, RGS4 act inactive, MrgX1 antagonist inactive, MrgX1 agonist inactive and MrgX1 PAM inactive.
For Cc1ccc(C(=O)N/N=C\c2ccccn2)cn1 the results were RGS4 block inactive, TRPC6 inh inactive, Platelet DG rel 0, TRPC4 block inactive, HIF activator 0.1, TRPC6 activator inactive, SKKanGAS inh 35, RGS4 act inactive, MrgX1 antagonist inactive, MrgX1 agonist inactive and MrgX1 PAM inactive.
For COc1ccc(N(CC(=O)N/N=C(\C)c2ccccc2)S(=O)(=O)c2ccccc2)cc1 the results were RGS4 block inactive, TRPC6 inh inactive, Platelet DG rel -6, TRPC4 block inactive, HIF activator 0.0, TRPC6 activator inactive, SKKanGAS inh -2, RGS4 act inactive, MrgX1 antagonist inactive, MrgX1 agonist inactive and MrgX1 PAM inactive.
For Cc1ccccc1-c1nc(CS(=O)CC(=O)NCc2ccc3c(c2)OCO3)c(C)o1 (configuration not stated) the results were RGS4 block inactive, TRPC6 inh inactive, Platelet DG rel -3, TRPC4 block inactive, HIF activator 0.1, TRPC6 activator inactive, SKKanGAS inh -9, RGS4 act inactive, MrgX1 antagonist inactive, MrgX1 agonist inactive and MrgX1 PAM inactive.
`Cc1ccccc1NC(=S)NCC1CCN(C(C)c2ccccc2)C1` (configuration not stated) gave RGS4 block inactive, TRPC6 inh inactive, Platelet DG rel -1, TRPC4 block inactive, HIF activator -1.2, TRPC6 activator inactive, SKKanGAS inh -8, RGS4 act inactive, MrgX1 antagonist inactive, MrgX1 agonist inactive and MrgX1 PAM inactive.
For CN(C)C(CNC(=O)c1cccc(S(=O)(=O)Nc2ccc(Br)cc2)c1)c1ccco1 (configuration not stated) the results were RGS4 block inactive, TRPC6 inh inactive, Platelet DG rel 1, TRPC4 block inactive, HIF activator 0.0, TRPC6 activator inactive, SKKanGAS inh 19, RGS4 act inactive, MrgX1 antagonist inactive, MrgX1 agonist inactive and MrgX1 PAM inactive.
For COc1ccc(N(CC(=O)NCCC2=CCCCC2)S(C)(=O)=O)cc1 the results were RGS4 block inactive, TRPC6 inh inactive, Platelet DG rel 2, TRPC4 block inactive, HIF activator -0.7, TRPC6 activator inactive, SKKanGAS inh -7, RGS4 act inactive, MrgX1 antagonist inactive, MrgX1 agonist inactive and MrgX1 PAM inactive.
For Cc1cccc(C)c1NC(=O)C(=O)NCCCN1CCOCC1 the results were RGS4 block inactive, TRPC6 inh inactive, Platelet DG rel 7, TRPC4 block inactive, HIF activator -0.6, TRPC6 activator inactive, SKKanGAS inh -1, RGS4 act inactive, MrgX1 antagonist inactive, MrgX1 agonist inactive and MrgX1 PAM inactive.
COc1ccc(OC)c(C(=O)NC2CCSc3ccccc32)c1 (configuration not stated) was read as RGS4 block inactive, TRPC6 inh inactive, Platelet DG rel 9, TRPC4 block inactive, HIF activator 0.1, TRPC6 activator inactive, SKKanGAS inh -1, RGS4 act inactive, MrgX1 antagonist inactive, MrgX1 agonist inactive and MrgX1 PAM inactive.
Screening CN(C(=O)CCc1nc(-c2ccccc2F)no1)c1ccccc1 returned RGS4 block inactive, TRPC6 inh inactive, Platelet DG rel 8, TRPC4 block inactive, HIF activator 1.6, TRPC6 activator inactive, SKKanGAS inh 3, RGS4 act inactive, MrgX1 antagonist inactive, MrgX1 agonist inactive and MrgX1 PAM inactive.
For COc1ccc(C(=O)N2CCN=C2SCc2cccnc2)c(OC)c1 the results were RGS4 block inactive, TRPC6 inh inactive, Platelet DG rel 3, TRPC4 block inactive, TRPC6 activator inactive, SKKanGAS inh -4, RGS4 act inactive, MrgX1 antagonist inactive, MrgX1 agonist inactive and MrgX1 PAM inactive.
For N#Cc1nc(COc2ccccc2Cl)oc1NCc1cccnc1 the results were RGS4 block inactive, TRPC6 inh inactive, Platelet DG rel 9, TRPC4 block inactive, HIF activator 0.1, TRPC6 activator inactive, SKKanGAS inh -9, RGS4 act inactive, MrgX1 antagonist inactive, MrgX1 agonist inactive and MrgX1 PAM inactive.
Screening CCOc1ccc(-n2c(SCC(=O)N3CCC(C(=O)O)CC3)nc3ccccc3c2=O)cc1 returned RGS4 block inactive, TRPC6 inh inactive, Platelet DG rel 0, TRPC4 block inactive, HIF activator 0.0, TRPC6 activator inactive, SKKanGAS inh 1, RGS4 act inactive, MrgX1 antagonist inactive, MrgX1 agonist inactive and MrgX1 PAM inactive.
FC(F)(F)C12CC(c3ccccc3)=NCCN1CCN2 (configuration not stated) was read as RGS4 block inactive, TRPC6 inh inactive, Platelet DG rel 3, TRPC4 block inactive, HIF activator -0.9, TRPC6 activator inactive, SKKanGAS inh -8, RGS4 act inactive, MrgX1 antagonist inactive, MrgX1 agonist inactive and MrgX1 PAM inactive.
Screening CCCc1cc(NCc2ccccn2)n2c(nc3ccccc32)c1C#N returned RGS4 block inactive, TRPC6 inh inactive, Platelet DG rel 3, TRPC4 block inactive, HIF activator -0.9, TRPC6 activator inactive, SKKanGAS inh 8, RGS4 act inactive, MrgX1 antagonist inactive, MrgX1 agonist inactive and MrgX1 PAM inactive.

Screening results from PubChem.
